S1P4 antagonist = S1P4 receptor antagonists, primary screen, cell-based; Sphingosine 1-phosphate receptor 4 (Homo sapiens), O95977; S1P4-expressing cells, antagonist mode, reporter read-out; inhibition, % at 4.98 µM; actives 0.26% (n = 220,000); in the data active = inhibition above about 29%;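 also: 0% = wells stimulated with agonist and 100% = vehicle wells without agonist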
EP2 mod = EP2 receptor modulators, cAMP readout, primary screen, cell-based, HTRF cAMP, PGE2 stimulation | Prostaglandin E2 receptor EP2 subtype (Homo sapiens), P43116 | EP2-expressing cells, cAMP HTRF FRET, PGE2 co-stimulation | induction, % at 25 µM | actives 0.83% (n = 260,000) | AID 940, 2007;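 active = compounds whose cAMP rise, as percent of the full-agonist control response, exceeds 60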;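 also: rat C6 glioma line stably carrying human EP2 under a CMV promoter; the protocol text gives 20 µM as final concentration; 100% = response of wells given 1 µM PGE2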
TRPN1 ag = zebrafish TRPN1 channel agonists, primary screen, cell-based, HEK293, calcium fluorescence; transient receptor potential cation channel N1 (TRPN1/NompC), Danio rerio; HEK293 zebrafish TRPN1-YFP, Fluo-8 calcium fluorescence; 100% = response to 87 µM carbachol; activation, % at 3 µM; actives 0.18% (n = 220,000); AID 1424, 2008;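 active = activation above its plate's cutoff, the mean activation of test wells on that plate plus 3 SD, cut at about 19% in these data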;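 also: 0% = DMSO alone and 100% = 87 µM carbachol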
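Material: zebrafish TRPN1-YFP in HEK293 cells. Doses: one dose of 3 µM, 0.3% DMSO. Incubation: dye 1 h 37 °C plus 30 min RT. Measured by: intracellular calcium fluorescence with Fluo-8.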
TRPML3 agonist = human TRPML3 channel agonists, primary screen, cell-based, HEK293 TRPML3-YFP, Fluo-8 calcium fluorescence, 3 µM; 100% = the carbachol control signal; activation, % at 3 µM; Mucolipin-3 (Homo sapiens), Q8TDD5; actives 0.29% (n = 220,000);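 active = activation above its plate's cutoff, the mean activation of the plate's test wells plus 3 SD, cut at about 12% in these data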;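 also: 0% = DMSO only wells and 100% = carbachol wells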
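Test system: TRPML3-YFP stable HEK293 cells. Doses: single point at 3 µM. Incubation: dye loading 1 h 37 °C then 30 min ambient, 125 s read. Signal: Fluo-8 calcium dye fluorescence, ex 470-495, em 515-575 nm. Measure: percent activation from peak-to-basal fluorescence ratio, scaled between DMSO and carbachol.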
Ba/F3 V617F tox = reduced viability of JAK2V617F-dependent Ba/F3 cells, primary screen, JAK2V617F inhibitor project, cell-based, Ba/F3 EpoR-JAK2V617F, luminescence; AID 1446, 2008; inhibition, % at 5.6 µM; ATP luminescence; actives 1.1% (n = 220,000);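 active = inhibition above the campaign mean plus 3 SD over all tested compounds, cut at about 24% in these data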;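 also: cytokine-independent growth of Ba/F3 cells driven by EpoR plus mutant JAK2; 0% = DMSO-treated cells and 100% = JAK inhibitor I control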
PERK inhibitor = block of dimerizer-induced PERK translation repression, primary screen, PERK inhibitor project, CHO PERK-DD cells, SEAP luminescence, HTS; Eukaryotic translation initiation factor 2-alpha kinase 3 (Homo sapiens), Q9NZJ5; CHO PERK-DD fusion, SEAP luminescence translation reporter; inhibition, % at 5.6 µM; actives 0.17% (n = 220,000);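 active = inhibition above the mean inhibition of all tested compounds plus 3 SD, set separately per screening campaign, cut at about 2.9% in these data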;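 also: PERK kinase domain activated by AP20187 dimerizer at 100 nM; 0% = DMSO with dimerizer and 100% = rapamycin at 8.4 µM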
Target sequence (Q9NZJ5 whole entry, looked up, the tested form may be a part): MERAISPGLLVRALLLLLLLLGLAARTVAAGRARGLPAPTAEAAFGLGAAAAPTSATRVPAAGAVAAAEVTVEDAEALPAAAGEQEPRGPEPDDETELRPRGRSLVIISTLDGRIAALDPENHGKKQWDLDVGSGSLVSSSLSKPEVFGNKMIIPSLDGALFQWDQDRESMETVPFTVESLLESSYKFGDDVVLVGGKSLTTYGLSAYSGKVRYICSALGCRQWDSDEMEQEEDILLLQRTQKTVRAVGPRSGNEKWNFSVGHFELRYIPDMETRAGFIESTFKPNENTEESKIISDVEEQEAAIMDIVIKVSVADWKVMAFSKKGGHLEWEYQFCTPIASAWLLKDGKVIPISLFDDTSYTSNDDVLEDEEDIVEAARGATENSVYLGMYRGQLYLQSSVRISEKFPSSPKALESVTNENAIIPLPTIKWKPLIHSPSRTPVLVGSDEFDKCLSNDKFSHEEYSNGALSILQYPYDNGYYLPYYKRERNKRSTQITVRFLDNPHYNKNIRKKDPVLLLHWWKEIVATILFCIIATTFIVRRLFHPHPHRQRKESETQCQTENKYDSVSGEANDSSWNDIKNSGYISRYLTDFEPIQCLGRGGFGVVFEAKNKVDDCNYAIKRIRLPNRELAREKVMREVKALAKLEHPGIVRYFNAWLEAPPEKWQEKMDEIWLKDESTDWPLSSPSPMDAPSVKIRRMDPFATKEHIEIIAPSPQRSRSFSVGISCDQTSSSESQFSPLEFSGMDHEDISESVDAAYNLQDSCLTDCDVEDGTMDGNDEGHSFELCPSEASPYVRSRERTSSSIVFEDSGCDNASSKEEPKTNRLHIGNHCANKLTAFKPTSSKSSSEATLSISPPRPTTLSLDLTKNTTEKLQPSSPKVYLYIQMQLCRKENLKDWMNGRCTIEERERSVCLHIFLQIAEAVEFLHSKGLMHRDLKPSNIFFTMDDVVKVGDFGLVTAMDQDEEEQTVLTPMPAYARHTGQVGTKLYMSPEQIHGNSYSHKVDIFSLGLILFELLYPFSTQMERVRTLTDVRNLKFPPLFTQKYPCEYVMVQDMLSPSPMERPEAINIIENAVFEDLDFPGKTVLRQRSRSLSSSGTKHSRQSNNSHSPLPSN
Calpain2 inh = inhibitors of pig calpain II, primary screen, biochemical, fluorogenic peptide substrate, 1536-well; inhibition, % at 16 µM; actives 0.37% (n = 220,000); purified calpain II, 30 min;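 active = inhibition above about 50%, limit read from the data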
S1P4 ag = S1P4 receptor agonists, primary screen, cell-based; actives 0.35% (n = 220,000); AID 1509, 2009; activation, % at 4.98 µM; S1P4-expressing cell line, agonist reporter assay; in the data active = activation above about 11%;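 also: 0% = DMSO vehicle and 100% = reference agonist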
BaF3 parental = parental Ba/F3 cell viability inhibition, counter-screen for JAK2V617F inhibitor project, murine pro-B, CellTiter-Glo luminescence; CellTiter-Glo ATP luminescence; inhibition, % at 5.6 µM; actives 1.1% (n = 220,000);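 active = inhibition above a per-campaign cutoff, the mean inhibition of all tested compounds plus 3 SD, cut at about 27% in these data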;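 also: 0% = DMSO wells and 100% = JAK Inhibitor I control wells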
An asterisk follows results filed as active; . = no result given; & = joins results of further samples.

molecule	S1P4 antagonist	EP2 mod	TRPN1 ag	TRPML3 agonist	Ba/F3 V617F tox	PERK inhibitor	Calpain2 inh	S1P4 ag	BaF3 parental
CCCn1c(=O)c(C(=O)NNS(=O)(=O)c2ccc(Cl)cc2)c(O)c2ccccc21	-14	7	1.1	0.9	-3	1.0	-88	-1.9	6
CC(C)=N/N=C(/c1ccc([N+](=O)[O-])cc1)C12CN3CN(CN(C3)C1)C2	-9	7	0.7	0.9	2	0.8	-1	2.9	6
Cc1cnc(NC(=O)CSc2nnc(Cc3ccccc3)n2C)s1	-22	19	0.0	-0.1	0	0.2	3	-2.4	2
C=CCN=C1CC(C)(C)CC(=O)/C1=C(/O)CCC(=O)OC	-23	22	-0.2	1.4	4	-0.7	4	2.1	6
COc1ccc(-n2cc(-c3ccccc3)[nH]c2=S)cc1	-11	-3	0.2	1.0	-2	0.6	14	3.3	3
CCC(CC)C(=O)Nc1ccc(C)c(O)c1	0	18	-0.8	0.8	-1	0.3	8	-0.1	4
Cc1ncoc1C(=O)Nc1ncc([N+](=O)[O-])s1	-6	11	1.3	0.3	8	1.3	0	-2.9	13
O=C1c2c(O)cc(O)cc2O[C@H](c2ccc(O)c(O)c2)[C@H]1O	-4	.	-0.1	-0.4	-1	1.5	27	1.9	-8
CCS(=O)(=O)N1CCC(c2nc(-c3ccc(C(F)(F)F)cc3)no2)CC1	3	-13&-53	5.4	2.9	-4	1.6	18	-1.0	5
COc1ccc(CCNC(=O)CCN2C(=O)COc3ccc(C)cc32)cc1OC	-20	-9	0.1	0.6	-1	-0.4	-26	1.3	2
CCC(=O)Oc1ccc(C(=O)Nc2ccc3c(c2)OCO3)cc1	8	-13	0.5	0.6	6	0.4	-15	1.8	11
CN1CCC(=NNC(=O)C(=O)NCc2ccccc2)CC1	-8	-3	0.0	-1.3	4	0.2	-43	-2.6	2
O=C(CSc1nc(C2CC2)nc2ccccc12)NCc1ccc2c(c1)OCO2	-3	20&-8	2.6	1.0	-2	0.6	3	0.6	1
COc1ccccc1Nc1ccc(Nc2ccccc2OC)nn1	-4	-30	-1.6	-0.4	-3	-0.4	10	2.8	2
COC(=O)c1c(NC(=O)CSc2nnc(-c3ccco3)n2C)sc(C)c1C	-12	19	-1.5	-0.4	-1	-1.1	8	0.2	1
O=C(N/N=C\c1cc(Br)cs1)c1ccncc1	1	-35	-1.3	0.1	3	0.1	17	0.7	-1
O=C(CN1CCCCC1)Nc1cccc2c1OCO2	-15	3	-0.4	0.3	-1	0.0	8	1.7	6
Cc1cccc(/C=N/n2c(-c3ccccn3)n[nH]c2=S)c1	6	18	0.6	1.2	1	1.1	-7	0.5	5
O=C(Nc1ccc(Oc2cccc(C(F)(F)F)c2)nc1)c1ccco1	0	-4	8.8	4.0	0	1.5	10	-2.0	-2
Cc1ccc(CCN2CC(C(=O)NCc3cccnc3)CC2=O)cc1 (centres undefined)	-14	.	0.3	0.4	-6	1.6	.	-0.9	4
CCn1c(SCC(=O)NCCc2ccccc2)nc2sc3c(c2c1=O)CCN(C)C3	11	-7	1.6	0.9	-1	0.4	-25	-1.3	3
COc1cccc(C(C(=O)NCC2CCCO2)N(CC2CCCO2)C(=O)CN2C(=O)c3ccccc3S2(=O)=O)c1 (centres undefined)	-19	24	1.6	0.9	1	0.3	-14	1.1	1
COc1cc(CC(=O)OCC(=O)Nc2cccc([N+](=O)[O-])c2)cc(OC)c1OC	4	4	3.6	0.4	10	0.8	22	-1.3	4
CN1CCN(C(=O)c2ccc(Oc3ccc([N+](=O)[O-])cc3)cc2)CC1	-10	-31	1.1	0.6	-2	0.6	29	0.9	4
CCOC(=O)C1CCN(C(=O)c2c(-c3c(Cl)cccc3Cl)noc2C)CC1	11	14	-0.7	0.0	-3	-0.9	-14	-0.8	5
C#CCOCCOCCOCCNc1nc(N2CCN(C(=O)[C@H]([C@@H](C)O)n3cc(CCCCN)nn3)CC2)nc(N2CCN(C(=O)[C@H]([C@@H](C)CC)n3cc(CCCN=C(N)N)nn3)CC2)n1	-5	19	-0.6	0.7	0	-0.6	-16	0.7	9
CCCn1c2ccccc2c2nnc(SC(CC)C(=O)Nc3cc(C)on3)nc21 (centres undefined)	6	32	-1.0	-0.1	4	-1.0	2	-0.4	5
Nc1nc(-c2ccccc2)cc(-c2ccccc2O)n1	-2	-23	-1.1	-1.0	6	0.8	6	4.6	14
O=C(Cc1ccccc1)NC(=S)Nc1ccc(N2CCCCC2)cc1	-4	39	0.3	-0.2	-4	-0.3	7	0.3	4
Cc1ccc(OCc2nnc(SCC(=O)NCc3ccco3)n2C)cc1	-5	24	-2.0	0.1	0	0.5	0	-0.4	3
Cc1cc(C(F)F)n2ncc(C(=O)NCc3ccc(F)cc3)c2n1	-22	-28	-0.2	0.2	-1	0.9	-4	1.0	-3
Cc1ccc(C(=O)N/C(=C/c2cccc([N+](=O)[O-])c2)C(=O)NCC2CCCO2)cc1 (centres undefined)	5	0	-0.7	0.4	3	1.2	15	-1.3	3
O=C(NCCCN1CCOCC1)c1cc(-c2ccc(F)cc2)on1	8	-13	1.2	1.2	0	1.0	4	-1.9	2
CCCOCn1cc(F)c(=O)[nH]c1=O	-8	-4	1.0	1.0	-3	0.8	13	-1.9	0
COc1ccc(N2C(=O)CC(SCCc3nc4ccccc4[nH]3)C2=O)cc1 (centres undefined)	-5	-29	1.0	-0.1	0	0.7	21	0.7	-5
Cc1ccc2c(c1)NC(=O)C(CC(=O)NCCCN1CCCCC1)O2 (centres undefined)	2	-10	2.4	-0.2	-3	0.9	-26	0.2	2
COc1ccc(C(=O)CSc2ncnc3nc[nH]c23)cc1	-6	-30	2.5	0.6	0	-1.4	-2	0.4	4
CC(C)OC(=O)c1cc2ccccc2oc1=O	-24	3	-0.2	-1.4	-4	-0.1	-79	1.5	1
CN(C)S(=O)(=O)c1cccc(NC(=O)c2cc3c(cc2Cl)N2CCCCCC2=NS3(=O)=O)c1	-9	-29	0.0	0.5	3	1.4	-59	-0.7	10
O=C(OCc1nc2ccc(Cl)cc2n1CCO)c1ccc(O)cc1	13	-33	0.6	0.4	3	-0.8	19	-2.1	5
NC(=O)NC(=O)c1nccnc1C(=O)O	4	22	-1.2	0.6	-6	1.4	11	-1.0	2
COc1ccc(Nc2c(-c3ccco3)nc3ccc(C)cn23)cc1	-19	15	-2.7	-1.9	-1	-0.3	-52	1.0	0
COc1cccc(/C=C(/CC(=O)Nc2ccc(N3CCOCC3)cc2)c2nc3ccccc3s2)c1	-6	-5	1.5	0.8	0	-1.0	-58	0.3	2
COc1cc(S(=O)(=O)Nc2cccc(C)c2)ccc1NC(=O)c1ccncc1	-15	-4	1.8	1.1	4	-0.3	19	0.6	12
COc1ccc(Nc2nc(NCc3ccco3)nc(N3CCOCC3)n2)cc1	2	10&18	-1.5	-0.3	-2	0.2	-4	-0.3	-7
Cc1nc2ncnn2c(N2CCC(C(=O)NCC3CCCO3)CC2)c1Cc1ccccc1 (centres undefined)	-6	4	-1.3	0.0	-2	-0.7	.	5.0	2
COC(=O)c1cc(OC)c(OC)cc1NC(=O)c1cccc(C)c1	12	15	-1.3	0.0	-1	0.5	-225	1.9	6
O=C(N/N=C/c1ccccn1)c1ccc(NC(=O)c2cccc([N+](=O)[O-])c2)cc1	-13	-54	-1.9	-0.6	-2	0.5	-66	1.8	3
CC1CCN(C(=O)CSc2nnc(CNc3ccc(F)cc3)n2Cc2ccco2)CC1	6	6	-0.6	0.5	-1	-0.9	-10	-1.8	0
CN(C)c1ccc(C(CC(=O)O)C(=O)O)cc1 (centres undefined)	-18	27	0.5	0.9	1	-0.3	0	2.5	3
Cc1ccccc1-n1c(O)cc(=O)[nH]c1=S	-6	15	-1.0	-0.3	-7	2.2	7	-0.6	2
Cc1ccc(N2C(=O)N(CC(=O)Nc3ccc(C)cc3C)C(=O)C2C)cc1 (centres undefined)	-3	4	2.6	2.5	0	1.8	25	1.9	4
Fc1ccccc1N1CCN(CC2CC3C=CC2C3)CC1 (centres undefined)	-13	-6	-1.3	0.8	-1	1.2	-9	-1.4	6
CCC(C)Nc1nc(-c2cccc(OC)c2O)nc2ccccc12 (centres undefined)	-2	-40	-1.0	0.5	-4	-0.8	-11	0.3	4
O=S(=O)(c1cnc(Cl)c(Br)c1)N1CCCCCC1	-8	20	-1.7	0.3	-4	1.1	9	0.4	4
CC(=O)Oc1ccc2ccc(=O)oc2c1	-20	19	0.2	0.7	-1	0.3	-370	4.7	-9
Cc1cc(C)c(NC(=O)CSc2nccn2C)c(C)c1	-6	2	0.3	0.8	-2	0.3	-2	-0.7	1
CC(C)(C)NC(=O)NC12CC3CC(CC(C3)C1)C2	-26	20	0.4	1.2	5	0.4	11	0.2	6
O=C(O)/C=C/C(=O)Nc1ccccc1C(=O)Nc1ccccc1	4	3	-0.3	0.8	-6	-0.1	14	-5.2	-1
CC1CNCCN1S(=O)(=O)c1cccc2cnccc12 (centres undefined)	-1	32&-2&11	2.0	1.2	-4	2.0	4	0.4	4

Following part.
molecule	S1P4 antagonist	EP2 mod	TRPN1 ag	TRPML3 agonist	Ba/F3 V617F tox	PERK inhibitor	Calpain2 inh	S1P4 ag	BaF3 parental
Cc1ccccc1NC(=O)c1sc(NC(=O)COc2ccccc2)c(C#N)c1C	-1	-32	2.6	1.0	-1	1.1	-20	2.5	8
CCOC(=O)C(C(C)=O)c1nc(C)nc2c1nnn2Cc1ccccc1Cl (centres undefined)	-7	32	-1.4	-0.1	3	-1.4	0	-0.3	5
O=C(c1ccco1)N(Cc1ccco1)c1ccc(O)cc1	-2	-2	1.7	0.5	-2	0.3	12	1.2	2
C=C(C)Cn1c(N2CCC(Cc3ccccc3)CC2)nc2c1c(=O)[nH]c(=O)n2C	-11	26&25	-1.4	-0.8	-4	-0.8	12	1.4	3
O=C(O)/C=C/C(=O)Nc1ccc(SC(F)(F)C(F)(F)C(F)(F)F)cc1	-25	4	1.0	0.3	-1	1.2	-46	2.0	3

Some of these compounds in order of number of heavy atoms, descending:
molecule	S1P4 antagonist	EP2 mod	TRPN1 ag	TRPML3 agonist	Ba/F3 V617F tox	PERK inhibitor	Calpain2 inh	S1P4 ag	BaF3 parental
Cc1ccccc1NC(=O)c1sc(NC(=O)COc2ccccc2)c(C#N)c1C	-1	-32	2.6	1.0	-1	1.1	-20	2.5	8
CCOC(=O)C(C(C)=O)c1nc(C)nc2c1nnn2Cc1ccccc1Cl (centres undefined)	-7	32	-1.4	-0.1	3	-1.4	0	-0.3	5
O=C(c1ccco1)N(Cc1ccco1)c1ccc(O)cc1	-2	-2	1.7	0.5	-2	0.3	12	1.2	2
